CHT block – inhibitors of human choline transporter CHT; High affinity choline transporter 1 (Homo sapiens), Q9GZV3; CHT-expressing cells, membrane potential dye, choline response; hits give low values; B-score at 10 µM; 310,000 compounds, 0.86% hits;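 active = B-score over 3 SD under the library average, and starting fluorescence ratio not unusually high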;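 note: choline stimulus applied at its EC90 after an EC20 pre-addition; B-score computed on integrated fluorescence ratio after choline addition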
Target sequence (Q9GZV3 whole entry, looked up): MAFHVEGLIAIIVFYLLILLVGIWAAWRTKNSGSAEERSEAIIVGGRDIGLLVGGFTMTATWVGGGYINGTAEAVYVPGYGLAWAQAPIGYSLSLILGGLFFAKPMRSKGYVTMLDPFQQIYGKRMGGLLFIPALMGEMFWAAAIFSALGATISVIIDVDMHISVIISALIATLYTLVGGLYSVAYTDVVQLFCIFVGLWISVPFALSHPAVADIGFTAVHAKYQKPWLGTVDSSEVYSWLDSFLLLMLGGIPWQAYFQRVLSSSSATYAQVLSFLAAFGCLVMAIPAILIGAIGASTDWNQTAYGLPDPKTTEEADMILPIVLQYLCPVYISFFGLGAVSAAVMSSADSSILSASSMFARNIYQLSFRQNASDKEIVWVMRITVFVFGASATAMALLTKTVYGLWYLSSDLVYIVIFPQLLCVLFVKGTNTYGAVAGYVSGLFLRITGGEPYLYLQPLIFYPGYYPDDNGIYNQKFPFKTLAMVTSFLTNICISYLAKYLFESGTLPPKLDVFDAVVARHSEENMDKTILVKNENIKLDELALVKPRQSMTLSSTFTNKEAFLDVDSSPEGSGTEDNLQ
KCNQ2 block – KCNQ2 potassium channel inhibitors, primary screen, cell-based, CHO-K1, FluxOR thallium flux, B-score (AID 2156). Potassium voltage-gated channel subfamily KQT member 2 (Rattus norvegicus), O88943. 20 min; hits give low values. B-score at 10 µM. 310,000 compounds, 1.1% hits;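 active = fluorescence ratio B-score at most minus 3 library SDs, with starting brightness B-score within 2 library SDs, cut at about -5.5 in these data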
Active calls of the source: *; i = inactive; . = not tested or not shown.

SMILES | CHT block | KCNQ2 block
CCN(CC)CCOC(=O)c1ccc(NC(=O)/C=C/c2cccs2)cc1 | i | i
S=C(NC1CCCCC1)NC1CC2CCC(C1)N2Cc1ccccc1 (configuration not stated) | i | i
CCCCC(=O)Nc1ncc2c(n1)CC(C)(C)CC2=O | i | i
CCC(C)(C)C1CCC2(CC1)NC(=O)N(CC(=O)N1CCN(S(=O)(=O)c3cc(C)ccc3C)CC1)C2=O (configuration not stated) | i | i
CCNc1nc(N)nc(Oc2ccc(OCCOc3ccccc3)nn2)n1 | i | i
CCOC(=O)NN1C(=O)c2ccccc2NC1c1ccccc1F (configuration not stated) | i | i
O=C(NCc1ccco1)c1cccc(S(=O)(=O)N2CCCCC2)c1 | i | i
COCCn1c(SC(C)C(=O)NC2CCCCC2C)nc2ccccc2c1=O (configuration not stated) | i | i
O=C(N/N=C/c1cc(Cl)cc([N+](=O)[O-])c1O)C1CC1 | i | i
CN(c1ccccc1)S(=O)(=O)c1cccc(NC(=O)CSc2nnc(N)s2)c1 | i | i
O=C1NC(=S)S/C1=C\c1coc2ccccc2c1=O | -8.4* | i
O=C(c1cccs1)N1CCN(c2nc3c(F)cc(F)cc3s2)CC1 | i | i
O=c1cc(CN2CCN(c3cccc(C(F)(F)F)c3)CC2)nc2sccn12 | i | i
CCn1c(=O)c2ccccc2n(Cc2cccc(C)c2)c1=O | i | i
CC(C)N(O)C(=O)NC(C)(C)C | i | i
S=C(NCc1ccc2c(c1)OCO2)NCc1ccco1 | i | i
Cc1onc(-c2ccccc2)c1-c1csc(N/N=C/c2ccccc2)n1 | i | i
COc1ccccc1/C=N/OC(=O)c1ccc(C)cc1 | i | i
O=C(NNC(=O)c1ccco1)c1cccc(Br)c1 | i | i
O=C(COc1ccc(Cl)cc1Cl)N(c1ccccn1)C1CCCCC1 | i | -6.9*
O=C(c1ccc(Cl)c(S(=O)(=O)N2CCOCC2)c1)N(c1ccccn1)C1CCCCC1 | i | i
CC(=O)Nc1c(-c2ccc3ccccc3c2)nc2ccccn12 | i | i
O=C(Cc1ccccc1)O/N=C1\CCCc2ccccc21 | i | i
CCOc1ccc(NC(=O)Nc2ccccc2C(N)=O)cc1 | i | i
CCN(CC(=O)NCc1cccs1)C(=O)/C=C/c1ccc(Cl)c(Cl)c1 | i | i
CCn1c(CSc2nnc(-c3ccc4c(c3)OCO4)o2)nc2cc(S(=O)(=O)N(C)C)ccc21 | i | .
CC(C)(C)N/N=C/c1c(O)n(-c2ccc(Cl)cn2)c(=O)c2ccccc12 | i | i
O=C(OCC(=O)N1CCCc2ccccc21)c1ccc(Br)o1 | i | i
O=C(Nc1cccc(O)c1)c1ccccc1[N+](=O)[O-] | i | i
Cc1ccc(C)c(S(=O)(=O)N2CCN(C(=O)CSc3ccccc3F)CC2)c1 | i | i
O=C(NCCCN1CCOCC1)/C(=C/c1cccnc1)NC(=O)c1ccccc1 | i | i
C#CCN(C(=O)Nc1ccccc1)c1ccccc1 | i | i
O=C(c1ccc(Cl)cc1)N1CCCC(C(=O)N2CCCCC2)C1 (configuration not stated) | i | i
O=[N+]([O-])c1cccc(-c2nnc3cccc(Cl)n23)c1 | i | i
CCc1ccc(-c2nc3ccc(Br)cc3c(C(=O)O)c2C)s1 | i | i
COC(=O)C(CC(C)C)NC(=O)/C=C/c1ccc(Cl)cc1 (configuration not stated) | i | i
COC(=O)c1nn(-c2ccccc2)c(Cl)c1/C=N/O | i | i
O=C(CN1C(=O)CCSc2ccc(S(=O)(=O)N3CCOCC3)cc21)Nc1cccc(F)c1 | i | i
O=C(O)CCN1C(=O)c2ccc(NC(=O)CSc3ccccc3)cc2C1=O | i | i
C=CCn1c(SCC(=O)O)nnc1-c1ccc(C(C)(C)C)cc1 | i | i
CCOC(=O)c1sc(Nc2cccc(Cl)c2)nc1C | i | i
Cc1sc2nc(CSCC(=O)N(C)CC(=O)Nc3ccc(F)cc3)[nH]c(=O)c2c1C | i | i
CCC(Sc1nc2ccccc2s1)C(=O)Nc1cc(C)on1 (configuration not stated) | i | i
O=C(N/N=C/c1ccc(F)cc1)c1ccncc1 | i | i
CC(C(=O)NCC1CCCO1)c1ccc([N+](=O)[O-])cc1 (configuration not stated) | i | i
COc1ccccc1N1CCN(C(=O)CN(CCc2ccccc2)S(C)(=O)=O)CC1 | i | i
COc1ccccc1-n1cc(CN2CCN(C3CCCC3)C(CCO)C2)cn1 (configuration not stated) | i | i
CC1CN(C(=O)c2cc(COc3c(F)cccc3F)on2)CCN1C (configuration not stated) | i | i
O=C(NCc1ccc(Cl)cc1)C(=O)NCC(c1ccco1)N1CCOCC1 (configuration not stated) | i | i
N#CC1=C2SCN(Cc3ccccc3)CN2C(=O)CC1c1ccccc1F (configuration not stated) | i | i

(next part)
SMILES | CHT block | KCNQ2 block
COc1ccc(S(=O)(=O)N=Nc2c(O)[nH]c3ccccc23)cc1 | i | i
Cc1nc2scc(-c3ccc(Cl)cc3)c2c(=O)o1 | i | i
Cc1nc(-c2ccc(NC(=O)C3CCCCC3)cc2)cs1 | i | i
COc1ccccc1NS(=O)(=O)c1ccc(O)c(C(N)=O)c1 | i | i
Cc1ccc(NC(=O)CN2C(=O)c3ccccc3C2=O)c(C)c1 | i | i
Cc1[nH]c(=O)c(C#N)cc1-c1csc(-c2ccccc2)n1 | i | i
Cc1cc(SCc2ccc(Br)cc2)nc(=O)[nH]1 | i | i
Cn1c(=O)c2c(nc(SCC(=O)Nc3ccccc3N3CCCCC3)n2C)n(C)c1=O | i | i
CC(=O)Nc1ccc(Nc2nc(-c3c(C)nc4ccccn34)cs2)cc1 | i | i
CCOC(=O)c1ccc(Nc2nc(C)cc(=O)[nH]2)cc1 | i | i
CN1CCN(CC(=O)c2ccccc2F)CC1 | i | i
C/C(=C\C(=O)c1ccc(Br)cc1)NCc1ccc2c(c1)OCO2 | i | -6.9*
CN(C)c1cc(-c2ccc(Cl)c(Cl)c2)oc(=O)c1Cl | i | i
CN1CCCN(Cc2ccccc2Br)CC1 | i | i
CCc1nnc(NC(=O)c2ccc(-c3cc(C(F)(F)F)ccc3Cl)o2)s1 | i | i
CCOc1ccc(NC(=O)CSc2nnc(-c3ccccc3Cl)n2Cc2ccco2)cc1 | i | .
CC(C)C(=O)Nc1cccc(NC(=O)c2cc3ccccc3o2)c1 | i | i
O=C(Nc1ccc(S(=O)(=O)NCCc2ccccc2)cc1)c1ccc(Br)o1 | i | i
O=C1C2CC=C(Cl)CC2C(=O)N1CN(Cc1ccco1)CN1C(=O)C2CC=C(Cl)CC2C1=O (configuration not stated) | i | i
Cc1nc2sc(-c3ccccc3)cc2c(=O)n1/N=C/N(C)C | i | i
CCC1C(=O)N=C(SCC(=O)Nc2ccc(C)cc2)N(c2ccccc2)C1=O (configuration not stated) | i | i
CN(c1ccc(OCC(=O)OCC(=O)Nc2cccc([N+](=O)[O-])c2)cc1)S(=O)(=O)c1ccc(F)cc1 | i | i
O=C1CC(c2cccc([N+](=O)[O-])c2)c2cc3c(cc2N1)CCC3 (configuration not stated) | i | i
COc1ccccc1-n1c(SCC(=O)NC2CCCC2)nc2cccnc21 | i | i
CCOc1ncccc1C(=O)NCC(c1ccccc1)N(C)C (configuration not stated) | i | i
Cc1cc2ccccc2n1CCNC(=O)c1ccc(S(=O)(=O)N2CCCCC2)cc1 | i | i
CC(C)CNC(CC(=O)Nc1cccc([N+](=O)[O-])c1)C(=O)O (configuration not stated) | i | i
Cc1ccn2c(Nc3ccc4c(c3)OCO4)c(-c3ccc(O)cc3)nc2c1 | i | i
CC1=CC(C)(C)N=C(NC#N)N1 | i | i
Oc1cccc2ccc(Nc3ccccn3)nc12 | i | i
COc1cc(C(=O)NC(=S)Nc2ccc(Cc3ccncc3)cc2)cc(OC)c1OC | i | i
CC(=O)c1ccc(OC(=O)CN2C(=O)c3ccccc3C2=O)cc1 | i | i
CCOc1ccccc1C(=O)NCC(=O)NCC1CCCCC1 | i | i
COc1ccc(N2CC(C(=O)Nc3nnc(SCC(=O)N4CCOCC4)s3)CC2=O)cc1 (configuration not stated) | i | i
CCOc1ccccc1NC(=O)NCc1ccccn1 | i | i
O=C(Cn1cnnn1)NCCc1ccc(Cl)cc1Cl | i | i
COc1ccc(/C=C(\NC(=O)c2ccco2)C(=O)NCCc2nc3ccccc3[nH]2)cc1 | i | i
Cc1cccc(-n2[nH]c(C)c(C=Nc3ccc4[nH]c(=O)[nH]c4c3)c2=O)c1 | i | i
Cc1nn(-c2ccccc2)nc1-c1nnc(-c2ccc(C(F)(F)F)cc2)o1 | i | i
O=C(O)c1ccc(N/N=C/c2c[nH]c3ccccc23)cc1 | i | i
CCS(=O)(=O)N1Cc2ccccc2CC1C(=O)N1CCN(c2cccc(C)c2C)CC1 (configuration not stated) | i | i
Cc1ccccc1-c1nc(CN2CCC(C(=O)O)CC2)c(C)o1 | i | i
C/C(=N\NS(=O)(=O)c1c(C)cc(C)cc1C)c1ccncc1 | i | i
CCOc1ccc(-c2nn3c(-c4ccc(F)cc4)nnc3s2)cc1 | i | i
CCC(C)Sc1nnc(Cc2cc(=O)[nH]c(=O)[nH]2)n1-c1ccc(OC)cc1 (configuration not stated) | i | i
Cc1[nH]c2ccccc2c1-c1csc(NC(=O)CSCC(=O)O)n1 | i | i
N#Cc1c(NC(=O)C2CCCO2)sc2c1CCCCCC2 (configuration not stated) | i | i
O=C(CN1CCN(c2ncccn2)CC1)Nc1ccccc1-n1cccc1 | i | i
Cc1nn(CCC(=O)NCCc2ccccc2Cl)c(=O)c2nn(-c3ccccc3)c(C)c12 | i | i
CC1=C(C(=O)N2CCOCC2)C(c2ccc(Br)cc2)NC(=S)N1c1ccccc1 (configuration not stated) | i | i

Carrying on:
SMILES | CHT block | KCNQ2 block
CCOc1ccc(NC(=O)N(CCN(C)C)C(C)c2ccncc2)cc1 (configuration not stated) | i | i
COc1cnc(-c2ccccn2)nc1N(C)c1ccccc1 | i | i
COc1ccccc1/C=N/NC(=O)C1=NNC(c2ccccc2)(c2ccccc2)C1 | i | i
Nc1c(C(=O)N/N=C/c2ccc([N+](=O)[O-])cc2)cnn1-c1ccccc1 | i | i
O=C(COc1coc(CN2CCc3ccccc32)cc1=O)NCCc1ccccc1 | i | i
CN(CCC#N)C(=O)COC(=O)c1cc(Cl)cc(Cl)c1N | i | i
O=C(NC1CCCC1)C1CC(=O)N(C2CCCCCCC2)C1 (configuration not stated) | i | i
COCCNS(=O)(=O)c1ccc(OCC(=O)N2CCc3ccccc3C2)c(Cl)c1 | i | i
CCOC(=O)N1CCN(C(=S)Nc2cc(S(=O)(=O)N3CCOCC3)ccc2Cl)CC1 | i | i
CC(C)(C)N(NS(=O)(=O)c1ccc(F)cc1)c1ccccc1 | i | i
C#CCN1C(=O)C2C(C(=O)NC)C3C=CC2(O3)C1C(=O)NCc1ccc(OC)cc1 (configuration not stated) | i | i
CCc1nc(N2CCC(C)CC2)c2oc3ccccc3c2n1 | i | -5.9*
CCOC(=O)N1CCN(C(=O)c2ccc3c(=O)n(-c4ccc(OC)cc4)c(=S)[nH]c3c2)CC1 | i | i
Cc1ccc(NC(=O)CN2C(=O)NC3(CCc4ccccc43)C2=O)cc1S(=O)(=O)N1CCCCC1 (configuration not stated) | i | i
O=C(Nc1cccnc1)c1ccc([N+](=O)[O-])o1 | i | i
Cc1ccccc1C1NC(=O)Cc2ccccc21 (configuration not stated) | i | i
Cc1ccc(N/C=C/C(=O)c2ccco2)c(O)c1 | i | i
Cc1nc(-c2cccc(NC(=O)Cc3ccccc3)c2)cs1 | i | i
COc1cccc(CNC(=O)c2ccccc2-c2ccccc2)c1 | i | i
CCN(CC)CC(=O)Nc1c2c(nc3ccccc13)N(C)CC2 | i | i
CCC(C)(C)C1CCc2[nH]nc(C(=O)NC3CCCCC3)c2C1 (configuration not stated) | i | .
O=C(CN1C(=O)COc2ccccc21)N(Cc1cccnc1)Cc1ccccc1F | i | i
O=C(COC(=O)c1ccccn1)Nc1cccc2ccccc12 | i | i
CCOC(=O)C1CSC(CC(=O)Nc2ccc(Cl)c(Cl)c2)C(=O)N1 (configuration not stated) | i | i
Cc1ccc(NC(=O)Nc2ccc(F)c(Cl)c2)cc1 | i | i
CC(=O)NC(=S)Nc1ccc(S(=O)(=O)N2CCOCC2)cc1 | i | i
c1ccc(CNc2nc3ccccc3[nH]2)cc1 | i | i

In the list so far, 14 contain a furan ring, fused or not:
SMILES | CHT block | KCNQ2 block
O=C(NCc1ccco1)c1cccc(S(=O)(=O)N2CCCCC2)c1 | i | i
S=C(NCc1ccc2c(c1)OCO2)NCc1ccco1 | i | i
O=C(NNC(=O)c1ccco1)c1cccc(Br)c1 | i | i
O=C(OCC(=O)N1CCCc2ccccc21)c1ccc(Br)o1 | i | i
O=C(NCc1ccc(Cl)cc1)C(=O)NCC(c1ccco1)N1CCOCC1 (configuration not stated) | i | i
CCc1nnc(NC(=O)c2ccc(-c3cc(C(F)(F)F)ccc3Cl)o2)s1 | i | i
CCOc1ccc(NC(=O)CSc2nnc(-c3ccccc3Cl)n2Cc2ccco2)cc1 | i | .
CC(C)C(=O)Nc1cccc(NC(=O)c2cc3ccccc3o2)c1 | i | i
O=C(Nc1ccc(S(=O)(=O)NCCc2ccccc2)cc1)c1ccc(Br)o1 | i | i
O=C1C2CC=C(Cl)CC2C(=O)N1CN(Cc1ccco1)CN1C(=O)C2CC=C(Cl)CC2C1=O (configuration not stated) | i | i
COc1ccc(/C=C(\NC(=O)c2ccco2)C(=O)NCCc2nc3ccccc3[nH]2)cc1 | i | i
CCc1nc(N2CCC(C)CC2)c2oc3ccccc3c2n1 | i | -5.9*
O=C(Nc1cccnc1)c1ccc([N+](=O)[O-])o1 | i | i
Cc1ccc(N/C=C/C(=O)c2ccco2)c(O)c1 | i | i

From PubChem

Random draw from the library; about 1.9% have a hit in one of these screens.
